# Pf apPOL block: Pf-apPOL DNA polymerase inhibition. Recombinant Pf-apPOL, molecular beacon fluorescence, 1.5 h. inhibition, % at 10 µM. actives 0.25% (n = 210,000). AID 1794808
# mHTT CaM bind: mHTT-calmodulin interaction abrogation | AlphaScreen His-mHTT/GST-CaM binding, luminescence | inhibition, % at 15 µM | P42858 | actives 3.6% (n = 190,000);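 also: 0% = both proteins with DMSO and 100% = one protein alone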
# * = called active by the depositor; nt = no result given; & = joins results of further samples. Rule as the data show it: active = inhibition above about 50%; inactive = the rest.
Structure | Pf apPOL block | mHTT CaM bind
COc1ccc(C2OC(=O)C3(CCCCC3)C(=O)C2(C)C)cc1OC (stereo not drawn) | 4 | -1
COc1ccc(Oc2ccc(Cl)c(Cl)c2)c(N)c1 | nt | 41
Cc1ccc(-n2cc(-c3cc4ccccc4oc3=O)[nH]c2=O)cc1 | -2 | 11
COc1cc(CN2CCN(c3ccccn3)CC2)cc(OC)c1OC | -4 | -2
Nc1ccc(Cl)c(-c2nc3ncccc3o2)c1 | -15 | -1
CN1C/C(=C\c2ccncc2)C(=O)/C(=C/c2ccncc2)C1 | -6 | 3
O=C(Nc1ccc(Cl)cc1)N1CCN(Cc2ccccc2)CC1 | -13 | -3
CCOc1ccccc1C(=O)Nc1ccc(NC(=O)c2ccccc2OCC)cc1 | -4 | -10
CCN1CCCC(C(=O)Nc2ccc(OC)cc2)(c2ccccc2)CC1 (stereo not drawn) | -3 | -1
O=C(CSc1nnc(-c2ccccc2F)o1)N1CCCc2ccccc21 | 0 | 0
CCn1c(=O)c2c(ncn2Cc2cccc(F)c2)n(-c2ccc(F)cc2)c1=O | -1 | 0
O=C(CCS(=O)(=O)c1ccccc1)Nc1ccc2c(c1)CN(C(=O)c1ccco1)CC2 | -15 | -6
CCCC(Nc1ccccn1)n1nnc2ccccc21 (stereo not drawn) | -6 | nt
CCCOC(=O)CSC1=C(C#N)C(c2ccc(OC)cc2)C2=C(CC(C)(C)CC2=O)N1 (stereo not drawn) | 3 | 0
O=C(NCCc1ccccc1)C(=O)NCC(O)C1CCCCC1 (stereo not drawn) | -8 | -1

# Three of these compounds, reformatted:
molecule: CCn1c(=O)c2c(ncn2Cc2cccc(F)c2)n(-c2ccc(F)cc2)c1=O
  Pf apPOL block = -1	mHTT CaM bind = 0
molecule: O=C(CCS(=O)(=O)c1ccccc1)Nc1ccc2c(c1)CN(C(=O)c1ccco1)CC2
  Pf apPOL block = -15	mHTT CaM bind = -6
molecule: CCCC(Nc1ccccn1)n1nnc2ccccc21 (stereo not drawn)
  Pf apPOL block = -6	mHTT CaM bind = nt

# (further entries)
Structure | Pf apPOL block | mHTT CaM bind
CCCCCCc1ccc(C(=O)CCC(=O)O)cc1 | -100 | nt
O=C(NC1CCCCC1)C1CCN(c2ncc(-c3ccccc3)cn2)CC1 | 1 | -9
O=C(CCS(=O)(=O)c1ccc(Cl)cc1)Nc1ccccc1-c1nc2ccccc2[nH]1 | -4 | -14
CC1(C)Cc2nc3sc4c(NCc5ccccc5)ncnc4c3cc2CO1 | -4 | -8
N#CCSc1nsc(SCC#N)n1 | -5&-5 | nt
N#Cc1cnc(Sc2nc3ccccc3s2)nc1N | 1 | nt
CC1=CCC=CC1C(=O)Nc1ccc2c(c1)CCC(=O)N2C (stereo not drawn) | -4 | -2
O=C(CC1c2ncccc2C(=O)N1Cc1ccc(F)cc1)N1CCOCC1 (stereo not drawn) | -3 | -1
CN(Cc1ccccc1)C(=O)CCN1C(=O)c2cccc([N+](=O)[O-])c2C1=O | 1 | 1
COc1ccc(-c2nnc(N3CCC(C(=O)Nc4ccc(C)cc4)CC3)o2)cc1 | -6 | -7
COc1ccc(N2CN=c3s/c(=C\c4ccc(I)o4)c(=O)n3C2)cc1 | -1 | 12
O=C1CC(c2ccccc2)CC2=C1C(c1ccc(Br)cc1)Nc1ccccc1N2 (stereo not drawn) | 0 | 79*
CC(C)OCCCNC(=O)C1(C)CCC(=O)N1CCc1ccc(Cl)cc1 (stereo not drawn) | -2 | 8
COc1cccc(C(=O)Nc2sc(C)c(C)c2C(N)=O)c1 | 3 | 2
Cc1ccc(F)c(NC(=O)CCCc2ccccc2)c1 | 2 | -15
CC(C)c1ccccc1NS(=O)(=O)c1ccccc1[N+](=O)[O-] | -5 | 12
Cc1cc(C)cc(C(=O)N2CCc3c(c(-c4nc(-c5ccc(F)cc5)no4)nn3C)C2)c1 | 1 | 3
CCN1CCN(C/C=C/c2ccccc2)CC1 | -2 | -6
Cc1nc2c(c(=O)n1CC(=O)NCCCc1ccccc1)CN(Cc1ccccc1)CC2 | 8 | 6
Cc1cc(C)cc(C(=O)N2CCN(c3nc(CN4CCCC4)cs3)CC2)c1 | 2 | 28
O=C(NCCS(=O)(=O)N1CCN(c2ccccc2)CC1)c1ccc(Br)o1 | -10 | -11
Cc1nc2nc(SCC(=O)N3CCCC3)nn2c(C)c1Cc1ccccc1 | -3 | 6
Cc1oc(C2CCN(C(=O)c3ccc(F)c(F)c3)CC2)nc1C(=O)N1CCOCC1 | -1 | -1
C=C1CCN(C(C(=O)OC)C(C)C)S(=O)(=O)c2ccccc21 (stereo not drawn) | -3 | -15
Cc1ccn2cc(-c3ccc(S(=O)(=O)N4CCCCC4)cc3)nc2c1 | -2 | -3
COc1ccc(/C=C/C2Nc3ccccc3-c3nnc(SC)nc3O2)cc1 (stereo not drawn) | 1 | 45
CC(C)C(=O)NC1CCN(C(=O)C2CCCC2)C1 (stereo not drawn) | -6 | 0
Cc1n[nH]c(C)c1S(=O)(=O)N1CCC(C(=O)NC2CCCC2)CC1 | 0 | 2
N#CSC(CS(=O)(=O)c1ccccc1[N+](=O)[O-])c1ccccc1 (stereo not drawn) | -8 | 12
Cn1ccc2c(-c3ccc(C(F)(F)F)cc3)cc3c(c21)C1CCC3C1 (stereo not drawn) | -7 | -5
COc1ccc(Br)cc1S(=O)(=O)N(CC(=O)N1CCCC1)c1ccccc1 | 3 | 6
O=C(CSc1nc(-c2ccccc2)c2cc(Cl)ccc2n1)N1CCOCC1 | -4 | -2
CC1C2CC(C(C(Nc3ccccc3)c3ccccc3)C2=O)C1(C)C (stereo not drawn) | -12 | -11
CC1=C(c2ccccc2)S(=O)(=O)N=C1N1CCCN(C(=O)CC(C)(C)C)CC1 | -2 | 9
Cc1ccccc1NC(=O)c1ccc(Br)cc1 | -1 | -12
O=C(COc1ccc(F)cc1)N(CCc1cccs1)C1CC1 | -4 | -8
COc1cccc2cc(-c3csc(NC(=O)CCC(=O)N4CCCC(C)C4)n3)c(=O)oc12 (stereo not drawn) | 6 | 3
CCC1=NN(C(=O)c2cccc(C)c2O)C(O)(c2ccc(Br)cc2)C1 (stereo not drawn) | -4 | 87*
Cc1ccc(CN2[C@@H](C)[C@@H](c3ccccc3)Oc3c(Cl)cccc3S2(=O)=O)cc1 | -5 | -11
Cc1cc(C)c(OCC(=O)NCCc2ccccc2)c(C)c1 | 8 | -20
O=[N+]([O-])C1=Cc2ccccc2OC1c1ccccc1 (stereo not drawn) | nt | 36
CCOc1ccccc1CNC(=O)c1ccnc(N2CCNC(c3ccccc3)C2)c1 (stereo not drawn) | 1 | 10
COc1ccccc1NC(=O)C1CC(=O)N(c2ccc3c(c2)CCN3C(=O)C2CC2)C1 (stereo not drawn) | -6 | 0
COc1ccc(C(=O)N2CCN(c3ccc(F)cc3)C(=O)C2C)cc1 (stereo not drawn) | -6 | 4
COc1ccc(Cc2nnc(SCC(=O)Nc3cc(Cl)ccc3C)o2)cc1 | -9 | -6

# Other records follow.
Molecule | Pf apPOL block | mHTT CaM bind
CC(=O)c1sc(NC(=O)c2ccc([N+](=O)[O-])s2)nc1-c1ccccc1 | -5 | 8
Cc1cccc(NC(=O)c2c(-c3ccccc3)noc2C)c1C | -25 | -4
COc1cc(/C=C2/SC(NC(C)=O)=NC2=O)cc2sc(=O)oc12 | 3 | 19
Cc1ncn(-c2ccc(CNC(=O)c3ccc4c(c3)OCO4)cc2)c1C | 1 | 16
CCNc1cc(N2CCC(CCC(=O)NCc3ccc(C)o3)CC2)ncn1 | 4 | 12
O=C(NC1CCCCCC1)C1c2ccccc2C(=O)N1Cc1ccccc1Cl (stereo not drawn) | 3 | 6
CC(=O)N(CN1C(=O)c2ccccc2C1=O)c1cc(C)ccc1C | -1 | -2
Cc1cc(C(=O)NN=Cc2cc(Br)c(O)c(Br)c2)no1 | -3 | nt
COc1ccc(N2C(=O)/C(=C/c3cccs3)N=C2c2ccc(Cl)cc2)cc1 | 0 | -2
CCOc1nccnc1N1CCC(N(C)C(=O)c2ccnn2CC)C1 (stereo not drawn) | 3 | 8
CC1=C(C(=O)Nc2c(F)c(F)cc(F)c2F)C2(CCC(C)CC2)OC1=O (stereo not drawn) | -2 | -2
CCN1CCN(C(=O)CC2CCN(S(=O)(=O)c3ccc(Cl)s3)CC2)CC1 | -2 | 4
Cc1ccccc1-n1cnc(C(=O)NCC(C)C)n1 | -6 | -2
CCOC(=O)C(C)Oc1ccc2c(c1)OC(=Cc1ccc(OC)cc1OC)C2=O (stereo not drawn) | 2 | 2
COCCCNC(=O)c1cn(CCOC)c(=O)c2c1c1ccccc1n2C | -4 | 0
COc1ccc(C=C2Oc3c(ccc(O)c3CN3CCCCC3C)C2=O)cc1OC (stereo not drawn) | -23 | 14
CCOC(=O)c1ccc(NC(=O)c2cc(C)no2)cc1 | -6 | -8
COc1cc(OC)c(C2C3=C(COC3=O)Nc3c2c(=O)n(C)c(=O)n3C)cc1OC (stereo not drawn) | -9 | -8
N#C/C(=C\c1ccc(O)cc1)c1nc2ccccc2[nH]1 | 1 | 17
COc1cc(Nc2ncc3c(n2)CCN(Cc2ccc(OC)c(OC)c2)C3)cc(OC)c1 | -2 | 48
O=C(c1ccccc1)N1CC2CC(NS(=O)(=O)c3cccs3)C1C2 (stereo not drawn) | -3 | 0
CCc1ccc(NC(=O)CSc2nnnn2-c2ccc(C(N)=O)cc2)cc1 | -4 | 3
Cc1noc(C)c1C1CCCN1C(=O)c1cccs1 (stereo not drawn) | -6 | -7
CCN(CC)c1ccc(CN2CCN(c3ncccn3)CC2)cc1 | -10 | 8
O=C1CC(N2CCN(Cc3ccc4c(c3)OCO4)CC2)C(=O)N1c1cccc(C(F)(F)F)c1 (stereo not drawn) | -2 | 2
COc1cc(OC)c(OC)cc1CN1CCN(C(=O)CC(C)C)CC1 | -2 | 2
COc1ccccc1NC(=O)c1nn(C)cc1Br | 61* | -3
CC1CCN(C(=O)C2CCc3sc(C(=O)N4CCCC4)cc3C2)CC1 (stereo not drawn) | -2 | 4
COc1ccc(C(=O)N2CCC(Nc3cccnc3)C2)cc1 (stereo not drawn) | -4 | -2
N#Cc1cc2ccccc2oc1=N | nt | 2

# The final 6 compounds of the section above open the next one:
Molecule | Pf apPOL block | mHTT CaM bind
O=C1CC(N2CCN(Cc3ccc4c(c3)OCO4)CC2)C(=O)N1c1cccc(C(F)(F)F)c1 (stereo not drawn) | -2 | 2
COc1cc(OC)c(OC)cc1CN1CCN(C(=O)CC(C)C)CC1 | -2 | 2
COc1ccccc1NC(=O)c1nn(C)cc1Br | 61* | -3
CC1CCN(C(=O)C2CCc3sc(C(=O)N4CCCC4)cc3C2)CC1 (stereo not drawn) | -2 | 4
COc1ccc(C(=O)N2CCC(Nc3cccnc3)C2)cc1 (stereo not drawn) | -4 | -2
N#Cc1cc2ccccc2oc1=N | nt | 2
O=C(COc1ccccc1Cl)N1CCCCC1CCN1CCCCC1 (stereo not drawn) | -11 | 0
Cc1cccc(-c2nc(C3CCN(S(=O)(=O)c4ccc(Cl)cc4)CC3)no2)c1 | -8 | -7
CCN(CC)c1ccc(C=Nc2ccc(C(=O)O)cc2)cc1 | 4 | 0
Cc1cc(C)cc(NC(=O)C2CCc3nc(N4CCN(C(=O)C(C)C)CC4)sc3C2)c1 (stereo not drawn) | -1 | 19
N#CC1=C(N)Oc2c(c(=O)[nH]c3ccccc23)C1c1cccs1 (stereo not drawn) | -1 | 8
O=C(COc1ccccc1F)NCC1(O)CCc2ccccc21 (stereo not drawn) | -13 | -13
COc1ccc(N2C(=O)C3N=NN(Cc4c(F)cccc4Cl)C3C2=O)cc1 (stereo not drawn) | 3 | -2
COc1cccc(OC)c1C(=O)Nc1ccc(C(C)C)cc1 | 0 | 6
N#CCSc1n[nH]c(=O)[nH]c1=O | nt | -8
O=[N+]([O-])c1ccc2c(c1)C=C1CCCCC1(NCc1ccco1)O2 (stereo not drawn) | 0 | 11
O=C(Nc1ccc2c(c1)OCCO2)N1CCc2nc(-c3ccc(F)cc3)ncc2C1 | -8 | 20
COc1ccccc1NC(=O)O[C@H]1CCC12CCCCC2 | -3 | -90
O=C(O)c1nsnc1NCCO | nt | -1
COc1ccc(C=Nc2ccc(O)cc2)c(OC)c1 | -7 | 71*
CCOc1ccc2nc(N=C(N)N=C(C)c3ccccc3C(=O)O)nc(C)c2c1 | -3 | 1
CCC(C)COC(=O)C=Cc1ccc(N=Cc2ccc(OC)cc2)cc1 (stereo not drawn) | 0 | nt
O=C(Nc1ccc(C(F)(F)F)cn1)Nc1cccs1 | 4&-1 | nt
Nc1ncnc2nc(Sc3ncnc4ccccc34)[nH]c12 | -5 | -4&0
COc1ccc(N(CC(=O)NCc2cccnc2)S(=O)(=O)c2ccc(C)c([N+](=O)[O-])c2)cc1 | -3 | 20
CCc1ccc(C(=O)N2CCCC(c3nc(CCNC(=O)C4CC4)cs3)C2)cc1 (stereo not drawn) | 0 | -5
Cc1ccc(C2Nc3ccccc3C(=O)N2c2ccc(N(C)C)cc2)cc1 (stereo not drawn) | -1 | 1
COc1ccc(C2N=C(N)N=C(N)N2c2ccccc2OC)cc1 (stereo not drawn) | 0 | 4
Cc1n[nH]c(C)c1N=Nc1ccc(F)cc1F | 0&2 | nt
O=C1CC(c2cccs2)CC2=C1C(c1cccc(C(F)(F)F)c1)Nc1ccccc1N2 (stereo not drawn) | -6 | 27
c1ccc(-c2nc(NC3CCCCC3)c3ccccc3n2)cc1 | -5 | -16
COc1ccccc1N1C=C(C#N)S(=O)(=O)c2ccccc21 | -3 | -3
CCC(=O)NCCc1csc(C2CCCN(C(C)=O)C2)n1 (stereo not drawn) | -1 | -5
O=[N+]([O-])c1cc(N=Cc2nc(-c3ccccc3F)oc2O)ccc1Cl | 0 | 28

# A few values from above.
# Reading for O=C(Nc1ccc(C(F)(F)F)cn1)Nc1cccs1 in Pf apPOL block: 4&-1
# Reading for COc1ccc(N(CC(=O)NCc2cccnc2)S(=O)(=O)c2ccc(C)c([N+](=O)[O-])c2)cc1 in Pf apPOL block: -3
# Reading for Cc1n[nH]c(C)c1N=Nc1ccc(F)cc1F in Pf apPOL block: 0&2

# High-throughput results deposited in PubChem by University of Kansas High Throughput Screening Laboratory.
